Gal4-VP16 FLuc: counter-screen for ROR gamma inhibitors: Gal4-VP16 reporter; Drosophila S2 Gal4-VP16 UAS-luciferase, luminescence, 20 h; Potency, µM (doses to about 53.6 µM), inactives show at the highest dose activity, negative = inhibition, hits mostly inhibitors; 310,000 tested, 3.5% active;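 note: Gal4-VP16 expression switched on by copper sulfate through the metallothionein promoter; potency is the fitted concentration of half-maximal effect; % is set by controls: 0 for no effect and ±100 for the full control effect; nearly all actives have a fitted effect of over 50% in size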
KCNH2 3.1 inh: KCNH2 3.1 (human) potassium channel inhibition | AID 720553 | U2OS KCNH2 3.1, thallium flux FluxOr; stronger effect = lower value | 340,000 tested, 0.95% active | activity change, % (tested at about 1.8 µM);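 active = maximum activity change below -70%; inconclusive = maximum activity change from -70% to -50%; inactive = maximum activity change above -50%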;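 note: thallium influx rate constant from kinetic fluorescence after stimulation buffer; % is set by controls: 0 for no effect and ±100 for the full control effect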
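We transduce U2OS cells with the mutant 3.1 virus, culture them overnight, load FluxOr with Red40 quencher for 45 min, then add stimulation buffer and read kinetically for 2 min to derive a normalized rate constant.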
FLuc counter: firefly luciferase modulation, counter-screen for miR-21 project | P08659 | purified FLuc, Km substrates, luminescence inhibition | Potency, µM (titrated, usually from 57.5 µM), for the others: top-dose activity change, negative = inhibition, most hits filed as inhibitors | 360,000 tested, 6.9% active;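 note: potency is the fitted concentration of half-maximal effect; plate controls were vehicle for no effect and reference inhibitor for full effect; nearly all actives have a fitted effect of over 55% in size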
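Purified P. pyralis luciferase (10nM final) with 10uM D-luciferin and 10uM ATP (Km levels) in 50mM Tris acetate pH 7.5, 10mM Mg acetate, 0.01% Tween-20, 0.05% BSA; qHTS 6-point titration, ~60 µM downward; luminescence read.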
NPC1 prom act: activators of NPC1 promoter; Huh7 NPC1 promoter luciferase reporter, 24 h; Potency, µM (doses to about 9.22 µM), for inactives: at the top dose activation, most hits filed as activators; 320,000 tested, 2.4% active;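 note: potency is the fitted concentration of half-maximal effect; % of control where 0% means no effect; nearly all actives have a fitted effect of over 60% in size; reporter is driven by a mutant NPC1 promoter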
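Quantitative HTS used a cell-based reporter: Huh7 cells stably bearing the NPC1 promoter upstream of luciferase were treated with compounds for 24 h, and promoter activation was read as luminescence.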
PKM2 activator: PKM2 (human) enzyme activation | Potency, µM (doses to about 57.5 µM), for the others: at the top dose activation, hits mostly activators | P14618 | 260,000 tested, 0.34% active | AID 1631 | purified PKM2, Kinase-Glo ATP luminescence, activation; response scale: 0% is enzyme alone, no compound; note: potency is the fitted concentration of half-maximal effect; % is set by controls: 0 for no effect and ±100 for the full control effect; nearly all actives have a fitted effect of over 55% in size
Target sequence (P14618 whole entry, looked up): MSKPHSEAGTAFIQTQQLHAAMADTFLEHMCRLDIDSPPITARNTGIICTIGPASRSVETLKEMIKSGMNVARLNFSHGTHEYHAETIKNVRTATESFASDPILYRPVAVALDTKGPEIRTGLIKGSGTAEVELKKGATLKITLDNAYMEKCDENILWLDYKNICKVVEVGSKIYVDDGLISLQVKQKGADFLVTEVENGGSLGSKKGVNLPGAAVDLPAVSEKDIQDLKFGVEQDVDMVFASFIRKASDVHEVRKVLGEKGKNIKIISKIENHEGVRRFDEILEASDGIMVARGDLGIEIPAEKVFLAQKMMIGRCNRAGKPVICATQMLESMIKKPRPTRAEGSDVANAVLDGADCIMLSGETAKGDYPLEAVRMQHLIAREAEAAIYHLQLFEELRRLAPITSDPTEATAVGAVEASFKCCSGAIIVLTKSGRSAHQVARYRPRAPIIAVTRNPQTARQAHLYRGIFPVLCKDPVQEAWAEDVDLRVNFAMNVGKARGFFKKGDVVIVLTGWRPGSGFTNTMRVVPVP
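Purified hPK-M2 (>95% pure) converted ADP (0.1 mM final) to ATP with 0.5 mM PEP in 50 mM imidazole pH7.2, KCl, MgCl2, Tween 20, BSA; 1 h at room temperature. ATP detected by Kinase-Glo luminescence.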
RORg inh: inhibitors of mouse ROR gamma transcriptional activity | Drosophila S2 Gal4-RORgamma UAS-luciferase reporter, 20 h | Potency, µM (doses to about 53.6 µM), for inactives: top-dose activity change, negative = inhibition, hits mostly inhibitors | 310,000 tested, 5.4% active | AID 2551; note: potency is the fitted concentration of half-maximal effect; % is set by controls: 0 for no effect and ±100 for the full control effect; nearly all actives have a fitted effect of over 60% in size
Target sequence (P51450 whole entry, looked up, the tested form may be a part): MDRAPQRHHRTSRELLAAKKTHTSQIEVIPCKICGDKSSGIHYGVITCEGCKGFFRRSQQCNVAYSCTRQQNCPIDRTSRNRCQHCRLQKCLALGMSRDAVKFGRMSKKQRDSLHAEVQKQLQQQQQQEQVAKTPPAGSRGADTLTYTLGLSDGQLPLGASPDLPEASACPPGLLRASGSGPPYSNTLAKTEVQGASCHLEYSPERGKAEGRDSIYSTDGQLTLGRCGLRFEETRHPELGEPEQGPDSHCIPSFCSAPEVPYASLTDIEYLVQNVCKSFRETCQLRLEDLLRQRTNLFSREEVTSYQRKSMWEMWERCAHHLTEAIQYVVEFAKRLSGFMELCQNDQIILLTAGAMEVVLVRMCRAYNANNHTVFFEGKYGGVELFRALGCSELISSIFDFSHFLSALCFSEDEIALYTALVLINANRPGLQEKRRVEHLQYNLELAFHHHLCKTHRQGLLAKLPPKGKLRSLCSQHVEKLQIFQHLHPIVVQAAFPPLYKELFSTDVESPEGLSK
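Luminescence from a UAS-regulated Photinus luciferase reporter in stably transfected Drosophila Schneider cells is measured; decreased signal marks ROR gamma inhibition. Fusion expression is induced by 700 uM copper sulfate for 20 hr.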
Mito fusion act: inhibitors of mitochondrial division or activators of mitochondrial fusion; S. cerevisiae fusion-defective mutant growth rescue, CellTiterGlo 48 h; Potency, µM (top dose mostly 46.1 µM), for inactives: top-dose growth rescue (activation), usual class: activators; 320,000 tested, 0.23% active; AID 485298;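 note: potency is the fitted concentration of half-maximal effect; % of control where 0% means no effect; nearly all actives have a fitted effect of over 45% in size; temperature-sensitive fusion mutants such as fzo1-1 at 37 °C on non-fermentable ethanol glycerol medium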
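Growth-rescue viability read-out: after 48 h at the non-permissive 37C in glycerol/ethanol YPEG, yeast mitochondrial fusion mutants are measured by CellTiterGlo luminescence; compounds (23 nl pinned per well) restoring growth score as division inhibitors or fusion activators.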
ELG1 repair inh: blocks ELG1-dependent DNA repair in HEK293T cells; 330,000 tested, 2.3% active; HEK293T ELG1-luciferase reporter, luminescence, 16 h; DNA damage induced by 5-fluorouridine; Potency, µM (highest dose often 46.1 µM), inactives show at the highest dose activity change, negative = inhibition, actives largely listed as inhibitors; AID 504467; note: potency is the fitted concentration of half-maximal effect; % is set by controls: 0 for no effect and ±100 for the full control effect; nearly all actives have a fitted effect of over 55% in size
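5-Fluorouridine DNA damage + compound/DMSO, 2,000 cells/well, 16 h, 37 °C/5% CO2. ONE-Glo, 30 min RT, luminescence. Readout = decrease in reporter signal.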
MBNL1 CUG block: inhibitors of human MBNL1 binding to CUG repeat RNA. Q9NR56. TR-FRET MBNL1-His/biotin-(CUG)12 binding, 665/545 ratio. Potency, µM (top dose mostly 57.5 µM), inactives show at the highest dose activity change, negative = inhibition, hits mostly inhibitors. 280,000 tested, 0.036% active. AID 2675; active = well fitted inhibition curve with a large enough effect in the signal ratio, with a control signal flat, not every such curve was filed as active; inconclusive = small, poorly fitted or top-dose-only effect, or effect the other way, or a change in a side signal; inactive = no such curve, though single readings can be large or run the other way; the % refers to the signal ratio; note: potency is the fitted concentration of half-maximal effect; % is set by controls: 0 for no effect and ±100 for the full control effect
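Inhibition of protein-RNA binding appears as loss of TR-FRET between terbium anti-His antibody on MBNL1-His and streptavidin-XL665 on biotin-(CUG)12. Activity is normalized to buffer-only and uninhibited-complex controls.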
Rab9 prom act: activators of Rab9 promoter; Huh7 Rab9 promoter-luciferase reporter, luminescence, 24 h; Potency, µM (titrated, usually from 9.22 µM), inactives show at the top dose activation, negative = inhibition, usual class: activators; AID 485297; 320,000 tested, 2.8% active; note: potency is the fitted concentration of half-maximal effect; % of control where 0% means no effect; nearly all actives have a fitted effect of over 60% in size
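Stable Rab9-luc Huh7, 1500 cells/well, 2 h settle; cmpd in DMSO, 24 h, 37 °C/5% CO2; luciferase reagent 10 min RT; luminescence.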
Menin-MLL TR inh: menin-MLL binding inhibition, Texas Red mutant peptide | O00255 | Menin + Texas Red MLL mutant peptide, fluorescence polarization | Potency, µM (doses to about 61.6 µM), for inactives: at the highest dose FP activity change, negative = inhibition, most hits filed as inhibitors | 270,000 tested, 0.23% active | AID 1768; active = well fitted inhibition curve with a large enough effect in the polarisation, with a control signal flat, not every such curve was filed as active; inconclusive = small, poorly fitted or top-dose-only effect, or effect the other way, or a change in a side signal; inactive = no such curve, though single readings can be large or run the other way; the % refers to the polarisation; note: potency is the fitted concentration of half-maximal effect; % of control where 0% means no effect; many of its hits are not listed in these tables
* marks the source's active call; other numbers are inactive results; ? = inconclusive; / = no result given; [ ] = remark or other dose. Unless noted, calls come from the whole dose curve; as a rule, active = well fitted curve in the direction sought with a large enough effect; inconclusive = small, poorly fitted or top-dose-only effect, or another doubt; inactive = no such curve, though single readings can be large; an effect the other way counts as inactive or inconclusive. These rows are one share of the data; rates above refer to the full screens.

SMILES	Gal4-VP16 FLuc	KCNH2 3.1 inh	FLuc counter	NPC1 prom act	PKM2 activator	RORg inh	Mito fusion act	ELG1 repair inh	MBNL1 CUG block	Rab9 prom act	Menin-MLL TR inh
CC(/C=C/c1ccc(O)cc1)=N/O	-10%	-7	?	13%	-22%	?	4%	23µM*	11%	9%	11%
O=C(Nc1ccccc1)N1CCC(c2nc(-c3ccc(S(=O)(=O)N4CCOCC4)cc3)no2)CC1	-2%	12	-1%	-18%	-1%	-5%[10 µM]	4%	?	-7%	-9%	0%
Cc1ccc(CNC2=NCCCCC2)n1C	-9%	-5	-1%	-5%	0%	-14%	3%	15%	-2%	-4%	17%
Cc1ccc(Oc2nc3ccccn3c(=O)c2/C=C(\C#N)C(=O)Nc2c(C)n(C)n(-c3ccccc3)c2=O)c(C)c1	-4%	8	-1%	1%	2%	-11%	-3%	8%	-7%	?	1%
CCOC1(OCC)C(c2ccc(Cl)cc2)C(C#N)(C#N)C1(OCC)OCC (stereo not given)	-63%	-1	0%	7%	14%	13µM*	-5%	20%	-5%	12%	5%
O=[N+]([O-])c1cccc(C2=NCCS2)c1	-7%	13	-9%	5%	-4%	29%	1%	?	?	1%	-6%
CN1C(=O)C(=O)/C(=C(/O)c2ccc(Br)cc2)C1c1cccc([N+](=O)[O-])c1 (stereo not given)	-10%	-1	-1%	2%	4%	0%	-1%	1%	11%	7%	34%[activator]
Cc1nc2nc3c(cn2n1)C(=O)CC(c1ccccc1)C3 (stereo not given)	-8%	0	-1%	6%	-14%	1%	1%	0%	-11%	0%	12%
CN(C)C(=O)N1CCNCC1	6%	-5	1%	-2%	2%	-2%	-2%	14%	-5%	-1%	2%
CSc1ccccc1OCc1cc(C(=O)NCCN2CCCc3ccccc32)no1	?	-8	-13%	-3%	/	5%	9%	?	30%	1%	3%
CCOc1ccc(CN2CCNC(=O)C2CC(=O)NCc2csc(C(C)C)n2)cc1 (stereo not given)	4%	4	-2%	-2%	16%	-9%	-2%	-1%	-6%	-5%	-18%
COCCn1cnc2c(c1=O)c1nc3ccccc3nc1n2/N=C/c1ccc(OC)c(OC)c1	-18%	-18	-7%	-2%	-3%	27%	4%	5.8µM*	?	1%	/
C=CCSc1nnc2c(n1)OC(c1c(C)[nH]n(-c3ccccc3)c1=O)Nc1ccccc1-2 (stereo not given)	1%	7	?	-6%	1%	-1%	-1%	16%	?	-7%	?
CCOc1ccccc1N1C(=O)CC(N(O)c2ccccc2)C1=O (stereo not given)	3%	-1	0%	1%	-4%	17%	3%	-5%	5%	-5%	0%
O=C1CNC(=S)N1CCCc1ccccc1	-22%	-19	2%	-1%	/	?	-23%	14%	5%	4%	15%
COc1ccc2c(c1)[nH]c1c(=O)n(/N=C/c3ccc(OC)c(CN4CCCCC4)c3)cnc12	-7%	-20	-4%	1%	-4%	7%	?	0%	-1%	-2%	/
Cc1ccc(CC(=O)NCc2ccc3c(c2)OCO3)cc1	20%	32	?	/	-1%	10%	-2%	/	5%	/	-2%
CCc1ccc(CNC(=O)CCC(=O)n2ncc3cc(C)ccc32)cc1	-4%	1	0%	-4%	-21%	-12%	-2%	17%	7%	2%	-8%
CC(=O)c1sc(-c2ccccc2)cc1NS(=O)(=O)c1ccccc1	4%	15	-2%	-4%	5%	0%	0%	3%	21%	2%	/
CC(=O)Nc1ccc(Oc2cnccn2)cc1	-7%	4	5%	-5%	13%	-18%	-6%	5%	-16%	-1%	7%
COc1ccc(-c2ccnc3nc(N4CCN(c5ccccc5)CC4)nn23)cc1	-5%	-17	-7%	-1%	-4%	-5%	13µM*	7%	1%	-13%	10%
Cc1ccc(CN2CCN(C3CCCC3)C(CCO)C2)s1 (stereo not given)	-1%	-2	-13%	4%	-3%	3%	2%	-3%	5%	-7%	-17%
COc1cc(C2NC(=S)NC(C)=C2C(=O)c2ccccc2)ccc1O (stereo not given)	0%	-6	-1%	-2%	5%	-21%	-7%	3%	-9%	-3%	-4%
CCCCCC1CCC(C(=O)NCCN2CCOCC2)CC1 (stereo not given)	-7%	3	1%	3%	/	0%	-10%	4%	-7%	0%	/
Cc1nn(-c2ccccc2)c(C)c1-c1cc(C(=O)N/N=C/c2cccnc2)[nH]n1	8%	/	-16%	-2%	-1%	-25%	-1%	?	-2%	8%	0%
Cc1cc(OCc2cc(C(=O)N(C)CCCN3CCOCC3)no2)cc(C)c1Cl	9%	8	-6%	-2%	/	41%	-32%	-1%	-2%	-2%	-10%
CCCCCn1nc(C(=O)N(CC(C)C)c2c(N)n(CCCC)c(=O)[nH]c2=O)c2ccccc2c1=O	/	-2	-1%	8%	/	/	-3%	29%	/	2%	/
CC(=O)Nc1ccc(S(=O)(=O)N[C@@H](C)C(=O)N(C)Cc2cccs2)cc1	/	-1	1%	-2%	/	/	1%	7%	/	0%	/
Cc1ccc(Nc2nnns2)cc1	-16%	-18	-5%	-1%	-9%	-42%	0%	4%	15%	3%	8%
O=C(Nc1ccccc1)C1=C[C@H](c2csc3ccccc23)C[C@H](OCc2ccc(CO)cc2)O1	16%	-22	2%	-3%	0%	?	11%	?	9%	-3%	?
COc1ccc(NC(=O)C23CCC(C2)C(C)(C)C3=O)cc1 (stereo not given)	10%	?	-16%	-1%	-2%	18%	6%	2%	-3%	-4%	-20%
O=C(O)c1ccc(N/N=C/c2ccc(OC(=O)c3cccc(Cl)c3)cc2)cc1	0.35µM*	6	19µM*	?	?	?	5%	?	6%	?	/
COc1ccc(-c2cc(=O)c3ccccc3[nH]2)cc1	7%[96.6 µM]	/	?	4%	2%	-7%[96.6 µM]	-8%	2%	-18%	0%	-15%[94.6 µM]
CCCOC(=O)c1c(NC(=O)CSc2nc(-c3ccco3)cc(C(F)(F)F)n2)sc(C(=O)OC)c1C	?	9	-1%	6%	-3%	-90%	-1%	1%	5%	-16%	9%
O=C(Cc1ccc(F)cc1)Nc1ccc(F)c([N+](=O)[O-])c1	-6%	0	4%	1%	-3%	15%	8%	-6%	?	2%	30%
O=C(c1ccc2ccccc2n1)N1CCN(Cc2c(F)cccc2Cl)CC1	22%	-2	-1%	0%	/	-10%	10%	-10%	-5%	-4%	?
Cc1cccc(CN2CCC(C(N)=O)CC2)c1	-1%	10	2%	-2%	-4%	-16%	-2%	3%	7%	-2%	5%
O=C(N/N=C\c1ccc2c(c1)OCO2)c1ccc(Cn2cc(Br)c([N+](=O)[O-])n2)o1	1%	6	6µM*	3%	-5%	19%	-6%	-3%	?	2%	?
CC(C)(C)NC(=O)Cc1ccc(Cl)c(Cl)c1	27%	1	-2%	-1%	-10%	40%	-6%	6%	0%	0%	0%
CCN(CC)S(=O)(=O)c1ccc(C(=O)NCc2ccc3c(c2)OCO3)cc1	-16%	-27	5%	0%	-16%	-13%	2%	-9%	-4%	-2%	-6%
Cc1ccc(-c2csc(=S)[nH]2)cc1	?	-78*	?	3.2µM*	-4%	7.1µM*	8%	?	-5%	?	-5%
CC1CCCCN1CCNC(=O)C1CC(=O)N(c2ccc(F)c(Cl)c2)C1 (stereo not given)	1%	-18	2%	-3%	-7%	1%	-2%	-6%	-4%	-3%	-4%
COc1cc2c(cc1NC(=O)CSCC(=O)O)oc1ccccc12	?	-9	21µM*	12%	-7%	?	-2%	10%	-17%	-1%	0%
O=c1c(-c2ccccc2)coc2c(CN3CCCC3)c(O)ccc12	-12%	-7	0%	-2%	1%	13%	1%	0%	0%	0%	9%
CCOC(=O)c1cnc2ccc(OCC)cc2c1NCc1cccnc1	-9%	0	?	1%	-3%	10%	-25%	?	4%	-18%	-18%
O=C(CC1C=Cc2ccccc2N1C(=O)c1ccccc1)c1ccccc1 (stereo not given)	-1%	5	-1%	-4%	0%	16%	31%	?	-7%	0%	-21%
